miR122 inh: miR-122 inhibition in Huh7 cells; Huh7 miR-122 Renilla luciferase sensor, 48 h; neutral wells = 0, positive control = 100; activation (reporter increase), % at 12.5 µM; 0.3% of 340,000 active;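 active means mean replicate activation score at least 90 and every replicate individually at or above 90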;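 further: higher luciferase means less miR-122 activity so hits act as miR-122 inhibitors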
E-sel inducer: E-selectin induction on HUVECs; activation, % at 7.58 µM; P16581; 0.37% of 260,000 active; HUVEC E-selectin immunofluorescence imaging; normalized: neutral wells 0, TNF-alpha wells 100;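 active means mean E-selectin-positive cell signal at least 10% of the positive control, reached in at least 60% of replicates, without over 20% cell loss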;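 further: in these data hits start at about 27%; measured in HUVEC primary endothelial cells; signal is the percent of cells scored E-selectin positive by PE staining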
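Assay system: HUVEC, human umbilical vein endothelial cells / Amount: 3,000 HUVEC/well / Controls: TNF-alpha positive control, DMSO neutral control / Compound dosing: single concentration / Medium: EGM-2 over gelatin coat / Evaluation: percent E-selectin-positive cells / Signal: immunofluorescence imaging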
RAD52 inh: blocks human RAD52 DNA annealing | inhibition, % at 18.7 µM | 0.46% of 360,000 active | P43351 | recombinant RAD52 DNA annealing, FRET fluorescence;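 active means every replicate showing at least 50% inhibition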
Cneo AK release: Cryptococcus neoformans lysis via adenylate kinase release; C. neoformans lysis, adenylate kinase release luminescence, 4 h; normalised: neutral wells 0, clomiphene wells 100; lysis activity, % at 15 µM; 0.2% of 360,000 active; AID 651654;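 active means mean lysis activity across replicates of at least 80%, whatever share of replicates individually reach that level; inactive means mean lysis activity below 80%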
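Material: C. neoformans cells | Amount: Yeast cell density of 5 × 10^6 cells/mL | Medium: Fresh YPD growth medium | Dosing: Single dose | Times: Static 4 h at 37 °C with compound, 1 h detection | Detection: AK luminescence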
ERAP1 inh: ERAP1 (human) enzyme inhibition; AID 652197; inhibition, % at 10.7 µM; recombinant ERAP1, Leu-AMC fluorescence, 60 min; 0.15% of 340,000 active; Q9NZ08;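 active means mean replicate inhibition of at least 30%, or all replicates individually reaching that 30% level; inactive means mean below 30% and not every replicate reaching it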;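 further: 0% = neutral control wells and 100% = L-leucinethiol positive control wells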
RAD54 branch: RAD54 (human) branch migration inhibition; Q92698; RAD54 Holliday junction branch migration, FAM/BHQ fluorescence; inhibition, % at 10.4 µM; 0.14% of 360,000 active; AID 602329;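 active means mean normalized replicate activity at least 40 and at least half of replicates scoring 40 or more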;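 further: 0% = median of neutral control wells and 100% = median of positive control wells; inhibitors cause a drop in the FAM fluorescence signal; in these data hits start at about 50%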
Target sequence (Q92698 whole entry, looked up): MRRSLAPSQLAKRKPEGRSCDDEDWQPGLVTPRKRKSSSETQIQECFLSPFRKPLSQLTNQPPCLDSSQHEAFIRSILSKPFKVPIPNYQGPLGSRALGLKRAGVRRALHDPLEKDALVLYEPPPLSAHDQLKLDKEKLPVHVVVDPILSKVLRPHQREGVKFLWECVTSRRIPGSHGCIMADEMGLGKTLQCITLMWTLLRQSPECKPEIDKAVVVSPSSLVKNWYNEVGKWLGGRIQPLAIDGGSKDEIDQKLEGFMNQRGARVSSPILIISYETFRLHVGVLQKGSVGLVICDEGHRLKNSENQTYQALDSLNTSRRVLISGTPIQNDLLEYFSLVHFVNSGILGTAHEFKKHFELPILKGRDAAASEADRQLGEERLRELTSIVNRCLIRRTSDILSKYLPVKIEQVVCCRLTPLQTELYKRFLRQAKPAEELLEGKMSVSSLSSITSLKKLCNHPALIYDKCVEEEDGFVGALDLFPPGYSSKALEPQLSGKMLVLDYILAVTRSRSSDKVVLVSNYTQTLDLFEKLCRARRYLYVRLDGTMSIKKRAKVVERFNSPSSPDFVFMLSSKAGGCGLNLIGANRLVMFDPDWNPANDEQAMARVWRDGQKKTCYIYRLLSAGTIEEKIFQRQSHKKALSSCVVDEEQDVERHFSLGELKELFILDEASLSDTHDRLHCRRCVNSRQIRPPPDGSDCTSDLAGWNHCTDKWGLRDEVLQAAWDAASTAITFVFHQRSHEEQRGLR
PglD inh: PglD (C. jejuni) enzyme inhibition; purified PglD enzyme, DTNB colorimetric CoA detection; 0.098% of 360,000 active; inhibition, % at 12.5 µM; in the data active means inhibition above about 16%, passing the limit was not always enough; further: strong numbers were not always called active
PGC1a acetyl inh: PGC1a acetylation modulation, inhibitor mode; U2OS PGC1a acetylation, AlphaScreen anti-acetyl-lysine; with virally co-expressed GCN5 acetyltransferase; inhibition, % at 15.6 µM; 0.17% of 350,000 active; AID 651687;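 active means every replicate shows inhibition of at least 40%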;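 further: 0% = neutral control wells and 100% = positive control wells; some results beyond the cut were filed as inactive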
Starred values were filed as active, the others as inactive; nt = no result given; [ ] = remark or other dose. Not a hit list; overall some 1.4% were active at least once.

SMILES | miR122 inh | E-sel inducer | RAD52 inh | Cneo AK release | ERAP1 inh | RAD54 branch | PglD inh | PGC1a acetyl inh
Cc1ccc(-c2cc(C(=O)N3CCN(C(=O)c4ccco4)CC3)[nH]n2)cc1C | 0 | nt | -15 | 3 | -5 | 5 | -4 | 2
C[C@@H]1CCCCO[C@H](CN(C)CC2CCCCC2)[C@@H](C)CN([C@H](C)CO)C(=O)c2cc(NS(=O)(=O)c3ccc(Cl)cc3)ccc2O1 | 0[16.7 µM] | -0.1 | nt | -15 | nt | 2 | 2 | 8
COC(=O)CNC(=O)COc1ccccc1 | -6 | nt | nt | -5 | nt | -7 | -4 | nt
C[C@H](CO)N1C[C@H](C)[C@H](CN(C)C(=O)Cc2cccnc2)Oc2ncc(C#Cc3ccccc3F)cc2C1=O | nt | 0.3 | -7 | -10 | 3 | 0 | -1 | 1
O=C1CN(C(=O)OCc2ccccc2)c2ccccc2N1 | 0 | nt | nt | -1 | nt | 7 | 2 | -4
CC(NC(=O)c1ccccc1Br)C1CC2CCC1C2 (stereo not drawn) | 2 | 0.0 | 4 | -2 | 4 | -5 | 5 | -3
Cc1cc(C(=O)N2CCOCC2)ccc1[N+](=O)[O-] | 0 | -0.2 | -4 | 1 | 1 | -3 | 3 | 1
Cc1c(NC(=O)c2cccc(S(=O)(=O)N(C)c3ccccc3)c2)c(=O)n(-c2ccccc2)n1C | -9 | nt | -31 | -1 | 3 | -1 | 0 | 0
CC(=O)N1CCN(C(=O)COC(=O)c2ccc(S(C)(=O)=O)cc2)CC1 | 1 | -0.3 | -9 | 0 | 0 | -4 | -3 | 8
COCCNC(=O)C1(C)CCCN(Cc2csc(-c3ccc(Cl)cc3)n2)C1 (stereo not drawn) | -2 | nt | nt | 1 | nt | -8 | 4 | nt
CCOc1ccc(NC(=O)CN(C)C(=O)c2cc3c(s2)CCC3)cc1OCC | nt | 0.3 | -7 | 1 | 0 | 12 | 2 | 0
CCOc1ccccc1NC(=O)CSc1c(C)n[nH]c1C | 8 | nt | nt | -1 | nt | -3 | 5 | 0
CCCC(=O)Nc1ccc2c(c1)C(=O)N(C)[C@@H]1CC[C@@H](CC(=O)NCc3ccccc3)O[C@@H]1CO2 | -3[16.7 µM] | 0.1 | 2 | 43 | 0 | 1 | 1 | -11
COc1ccccc1NCCC(=O)OCC(=O)NCc1ccco1 | 1 | nt | nt | -2 | nt | -11 | 0 | -7
COCCNc1c(-c2ccc(OC)cc2)nc2ccc(Cl)cn12 | nt | 4.8 | -9 | nt | 0 | nt | nt | -6
CCCCn1c(SCc2ccccn2)nc2c1c(=O)n(C)c(=O)n2C | 27 | nt | nt | -2 | nt | 8 | 4 | 11
Cc1ccccc1NC(=S)N(CCCN1CCC(C)CC1)Cc1ccco1 | 10 | nt | nt | 1 | nt | 3 | 12 | nt
CCOC(=O)NCc1ccc2c(c1)OCO2 | 2 | nt | nt | -2 | nt | -1 | 2 | -15
Cn1c(=O)c2c(n(Cc3ccccc3)c1=O)NC(=O)C2CC(=O)N1CCc2ccccc2C1 (stereo not drawn) | -7 | nt | nt | 4 | nt | -2 | -5 | -12
COc1ccc(-c2[nH]nc3oc(=O)cc(C)c23)cc1 | -1 | nt | nt | 1 | nt | -2 | 5 | -7
Cc1ccsc1/C=C(\C#N)C(=O)Nc1c(C)n(C)n(-c2ccccc2)c1=O | -6 | nt | -4 | -2 | 10 | -3 | -4 | 8
N/C(=N\OC(=O)COc1ccccc1)c1ccccn1 | -7 | nt | -21 | nt | 5 | nt | nt | -4
COCC#Cc1ccc([C@@H]2[C@H](CO)N3CCCCN(S(=O)(=O)c4cccc(OC)c4)C[C@@H]23)cc1 | -9[16.7 µM] | -0.2 | nt | 1 | nt | -2 | -1 | -1
CNc1cnc(-c2ccc(F)c(F)c2F)cn1 | -1 | -0.1 | -9 | 1 | -7 | -6 | 2 | nt
COc1ccc(O)c(CN2CCCC(C(=O)Nc3cccc(-n4cccn4)c3)C2)c1 (stereo not drawn) | -4 | 0.6 | -9 | -3 | -2 | 2 | 0 | 3
FC(F)(F)c1nnc(-c2ccccc2)nc1Oc1ccccc1 | 2 | nt | nt | 6 | nt | -11 | 0 | nt
O=C(Oc1cccc(NC(=O)c2ccco2)c1)c1cccc(S(=O)(=O)N2CCCC2)c1 | 4 | nt | nt | 2 | nt | -10 | 0 | 8
S=C(NCCCN1CCOCC1)N1CCN(c2nc(-c3ccc(Cl)cc3)cs2)CC1 | nt | -0.1 | -34 | -6 | -1 | 2 | 4 | nt
CC1(C(=O)NS(=O)(=O)C2CC2)CCN(C(=O)c2ccccc2C(F)(F)F)C1 (stereo not drawn) | -2 | 0.3 | -16 | 1 | -3 | -8 | 1 | 3
COc1ccc(C(=O)N2c3ccc(F)cc3CCC2C)cc1OC (stereo not drawn) | -18 | nt | nt | -1 | nt | -2 | -6 | -1
FC(F)(F)c1ccccc1Cc1c(C2CCCCC2)nc2ccc(Cl)cn12 | -4 | -0.2 | -10 | 11 | -2 | -2 | -1 | -5
Cc1cccc(C(=O)OCC(=O)c2c(C)[nH]c3ccccc23)c1O | nt | -0.6 | -14 | 1 | -7 | 0 | -1 | nt
Oc1cccc(CN2CCOCC2)c1O | -10 | -0.2 | -6 | 0 | 2 | -7 | 0 | -2
COc1ccc(-c2ccc([C@@H]3[C@@H](C#N)N(C(=O)C4CCC4)[C@@H]3CO)cc2)cc1 | nt | -0.3 | 15 | -2 | 0 | -14 | 5 | -1
Clc1ccc(CNc2cnccn2)cc1 | -4 | nt | -8 | 0 | -2 | 6 | 11 | nt
O=C(NCc1ccccn1)NC1CCCCC1 | -4 | nt | nt | -2 | nt | -8 | 8 | 1
COc1cccc(-c2ccc([C@@H]3[C@@H](CO)N4CCCCN(S(=O)(=O)c5cn(C)cn5)C[C@H]34)cc2)c1 | 3[16.7 µM] | 0.7 | -6 | 68 | 3 | -12 | 0 | 1
Cc1cc2c(c(=O)n1CCN(C)C)C(c1ccc(Cl)cc1)C(C#N)=C(N)O2 (stereo not drawn) | -1 | nt | -4 | 2 | -6 | 4 | -7 | 3
CCOC(=O)C1CCCN(C(=O)c2cccc(S(=O)(=O)NCc3ccccc3)c2)C1 (stereo not drawn) | 0 | nt | -25 | -1 | 1 | 1 | -2 | nt
Cc1cc(NCc2ccc(F)cc2)nc2cc(Cl)ccc12 | 15 | nt | -52 | 5 | -1 | 2 | -2 | -26
CN1c2ccc(C#Cc3ccc(F)cc3)cc2[C@H]2[C@H](CCN2S(=O)(=O)c2ccccc2F)[C@@H]1CO | 8[16.7 µM] | -0.5 | 2 | -6 | -2 | 3 | -1 | -2
COC(=O)CCC(=O)OC1(C)C(=O)C=C2C=C(C3CC3)N(c3cccc(C#N)c3)C=C2C1=O (stereo not drawn) | 4 | -0.2 | -71 | 2 | 9 | -28 | 2 | -1
COc1ccc(NC(=O)NCCN2CCN(c3cccc(Cl)c3)CC2)cc1 | -5 | -2.4 | 1 | 0 | -1 | -6 | -1 | 10
CCOC(=O)C1=C(COC(=O)CNS(=O)(=O)c2ccc(C)c(C)c2)NC(=O)NC1C (stereo not drawn) | -14 | 0.1 | -21 | 0 | 1 | 4 | 3 | 3
O=C(Nc1ccccn1)c1cc2ccccc2o1 | -1 | nt | nt | 6 | nt | 2 | -4 | -18
COc1ccc(C#Cc2ccc3c(c2)[C@]2(C(=O)N3)[C@H](C(N)=O)[C@H]3C(=O)O[C@H](c4ccccc4)[C@H](c4ccccc4)N3[C@@H]2c2ccc(OCCO)cc2)cc1 | nt | nt | -20 | 2 | -3 | 1 | 0 | 11
COc1cccc(CN2CC(C(=O)N3CCCCCC3)CCC2=O)c1 (stereo not drawn) | 0 | -0.4 | -26 | 4 | -3 | -3 | -1 | 1
O=C(Nc1ccc(S(=O)(=O)Nc2ncccn2)cc1)c1cccc(S(=O)(=O)N2CCCC2)c1 | 5 | -0.9 | -15 | -4 | nt | 2 | -4 | -2
C[C@@H](O)CNC(=O)c1[nH]cnc1C(=O)Nc1ccc(CNC(=O)OC(C)(C)C)cc1 | -2 | -0.3 | -4 | -2 | 1 | 5 | 0 | nt
COc1ccc2c(c1)c(C(O)CN1CCC(Cc3ccccc3)CC1)c(C)n2C (stereo not drawn) | -1 | nt | nt | -9 | nt | -9 | 5 | 38
CC(=O)NCCNc1nc2cc(-c3ccc(C(=O)N4CCN(C)CC4)cc3)sc2c(=O)n1C | 10 | 1.7 | 9 | -1 | 3 | 19 | -7 | 2
CCCN(Cc1nnc(-c2cccs2)o1)C(=O)CN1C(=O)NC2(CCC(C)CC2)C1=O (stereo not drawn) | 4 | nt | -17 | -1 | 3 | 0 | -5 | -4
CCOC(=O)c1cccc(NC(=O)CSc2nnc(C3CCCCC3)n2CC)c1 | 2 | nt | nt | 0 | nt | -8 | 0 | -15
O=C(Nc1ccccc1OC(F)F)c1ccccc1 | 2 | nt | nt | -2 | nt | 5 | 1 | -8
COC(=O)c1ccc(C2SCC(=O)N2Cc2ccccc2)cc1 (stereo not drawn) | 6 | nt | nt | -1 | nt | -5 | -1 | -8
C#CCNC(=O)C1=C[C@@H](c2ccc(Br)cc2)[C@H](CCCO)[C@@H](OCC)O1 | nt | -0.2 | -5 | 2 | -3 | -5 | 2 | nt
O=C(O)CSCc1ccc(Cl)cc1 | -7 | nt | nt | 0 | nt | -8 | -1 | -2
CC(=O)c1cccc(NS(=O)(=O)c2c(C)n[nH]c2C)c1 | 36 | nt | nt | 1 | nt | -4 | 4 | -7
CC(C)(C)[S@@](=O)N1Cc2cc(C(=O)N3CCc4ccccc4C3)nc(-c3cccc(-c4cccnc4)c3)c2[C@H]1CCO | nt | 2.2 | -36 | -5 | -3 | -3 | -1 | 17
O=C(NNC(=O)C(c1ccccc1)c1ccccc1)c1ccccc1O | 6 | -0.1 | -13 | 8 | -4 | -6 | 4 | 3

Arranged by molecular weight (ascending): four of the compounds above.
SMILES | miR122 inh | E-sel inducer | RAD52 inh | Cneo AK release | ERAP1 inh | RAD54 branch | PglD inh | PGC1a acetyl inh
Cc1ccc(-c2cc(C(=O)N3CCN(C(=O)c4ccco4)CC3)[nH]n2)cc1C | 0 | nt | -15 | 3 | -5 | 5 | -4 | 2
COc1ccc2c(c1)c(C(O)CN1CCC(Cc3ccccc3)CC1)c(C)n2C (stereo not drawn) | -1 | nt | nt | -9 | nt | -9 | 5 | 38
COc1ccc(O)c(CN2CCCC(C(=O)Nc3cccc(-n4cccn4)c3)C2)c1 (stereo not drawn) | -4 | 0.6 | -9 | -3 | -2 | 2 | 0 | 3
CCOC(=O)c1cccc(NC(=O)CSc2nnc(C3CCCCC3)n2CC)c1 | 2 | nt | nt | 0 | nt | -8 | 0 | -15

Next entries
SMILES | miR122 inh | E-sel inducer | RAD52 inh | Cneo AK release | ERAP1 inh | RAD54 branch | PglD inh | PGC1a acetyl inh
CCCc1nn(CCc2ccccn2)c(N)c1CC | 7 | nt | nt | 7 | nt | 4 | 3 | -7
CN1C(=O)C2(C(C#N)=C(N)N(c3ccc(Cl)cc3)C3=C2C(=O)CC(C)(C)C3)c2ccccc21 (stereo not drawn) | -1 | nt | nt | 0 | nt | 1 | -14 | -2
Cc1noc(C)c1NC(=O)N(C)C[C@H]1Oc2ccc(NC(=O)C3CC3)cc2C(=O)N([C@@H](C)CO)C[C@@H]1C | -1[16.7 µM] | 0.1 | 8 | -1 | -2 | 2 | -3 | -6
CC(C)NC(=O)N(C)C[C@H]1Oc2ncc(C#CC3CC3)cc2C(=O)N([C@@H](C)CO)C[C@@H]1C | 17[16.7 µM] | -0.5 | -3 | -6 | 1 | 6 | -13 | 5

Bioassay records deposited in PubChem BioAssay by Broad Institute.
